TLR9-MyD88 inh: blocks human TLR9 binding to MyD88; Q9NR96+Q99836; CHO BLA complementation TLR9-MyD88, CCF4 FRET ratio; inhibition, % at 4.98 µM; 0.21% of 340,000 active; AID 504734;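 active = inhibition above the mean over all tested compounds plus 3 SD, cut at about 21% in these data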;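 note: 0% = DMSO only wells and 100% = clavulanate BLA inhibitor control wells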
LMP1 NFkB inh: reduces LMP1-driven NF-kappaB luciferase signal; AID 504558; LMP1-induced NF-kappaB luciferase reporter cells, luminescence; inhibition, % at 12.5 µM; 0.69% of 350,000 active; in the data active = inhibition above about 41%;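 note: 0% = neutral control wells and 100% = reference inhibitor control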
SRC1 inh: inhibits human SRC1 coactivator. HEK293 GAL4-SRC1 luciferase reporter, luminescence. inhibition, % at 3.6 µM. 0.12% of 360,000 active;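 active = inhibition above the campaign mean plus 3 SD, with each screening campaign given its own cutoff, cut at about 60% in these data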;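 note: 0% = DMSO treated cells and 100% = gossypol at 36 µM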
LRH-1 inv ag: suppresses constitutive activity of human LRH-1; HEK293T StAR-luciferase reporter, LRH-1 transfected, 24 h; inhibition, % at 3.6 µM; 0.13% of 360,000 active; AID 602396;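 active = inhibition above the mean inhibition of all tested compounds plus 3 SD, cut at about 73% in these data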;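 note: 0% = DMSO wells and 100% = reporter-only cells lacking LRH-1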
NCOA2 inhibitor: inhibits human steroid receptor coactivator 2; Q15596; HEK293 GAL4-SRC2 luciferase reporter, luminescence; inhibition, % at 9 µM; 0.17% of 370,000 active; AID 651957;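 active = inhibition above the mean inhibition of all tested compounds plus 3 SD, set per campaign, cut at about 52% in these data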;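 note: 0% = DMSO treated cells and 100% = cells given Gossypol at 36 µM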
NOD2-RIPK2 inh: inhibitors of human NOD2-RIPK2 interaction; CHO BLA complementation NOD2-RIPK2, CCF4 ratio; 0.38% of 360,000 active; O43353; inhibition, % at 4.98 µM; in the data active = inhibition above about 21%;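 note: 0% = vehicle only and 100% = reference blocker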
TWEAK Fn14 block: inhibitors of TWEAK-Fn14 interaction signaling; AID 1159606; inhibition, % at 10 µM; TWEAK-stimulated Fn14 reporter cells, luciferase luminescence, 8 h; 2% of 360,000 active; in the data active = inhibition above about 50%
NR2F2 inh: blocks human COUP-TFII nuclear receptor. P24468. HEK293T NGFI-A luciferase reporter, luminescence. inhibition, % at 8.6 µM. 0.7% of 370,000 active. AID 686940;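 active = inhibition above a per-plate cutoff, mean inhibition of test wells between control levels plus 3 SD, cut at about 38% in these data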;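 note: cells cotransfected with COUP-TFII expression vector driving the NGFI-A reporter; 0% = median of COUP-TF2 test wells and 100% = reporter-only cells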
SRC3 inh: human NCOA3 inhibition; Q9Y6Q9; HEK293 GAL4-SRC3 luciferase reporter, luminescence; inhibition, % at 3.6 µM; 0.17% of 360,000 active; AID 588352;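 active = inhibition above a per-campaign cutoff, the mean of all compounds plus 3 SD, cut at about 60% in these data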;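 note: 0% = DMSO-treated cells and 100% = gossypol-treated cells at 36 µM; higher means less SRC3-driven luciferase light from the GAL4 reporter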
TROY signal inh: blocks TROY-dependent signaling in reporter cells; Q293 LMP1-TROYcd NF-kB luciferase reporter, 4 h; inhibition, % at 10 µM; 0.98% of 360,000 active;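 active = compounds whose plate-normalised and pattern-corrected inhibition of the luciferase reporter signal at the single screening dose is 50% or more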
TRAIL sens C8: sensitizes caspase-8 expressing cells to TRAIL. NB7+C8 cells + TRAIL, ATPlite viability luminescence. 1% of 360,000 active. inhibition (viability loss, TRAIL sensitization), % at 10 µM;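 active = compounds causing at least 50% loss of cell viability in the single-dose screen, relative to plate controls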
Numbers without * were called inactive; x = not tested or not shown.

Every second line gives: TLR9-MyD88 inh, LMP1 NFkB inh, SRC1 inh, LRH-1 inv ag, NCOA2 inhibitor, NOD2-RIPK2 inh, TWEAK Fn14 block, NR2F2 inh, SRC3 inh, TROY signal inh, TRAIL sens C8
Cc1oc(C(=O)Nc2ccc(O)cc2)cc1COc1ccccc1
    -4, -15, -21, -27, -23, -7, 16, -10, -49, 17, 1
O=c1[nH]c(=O)n(-c2ccccc2)c(O)c1/C=C1/C(c2ccccc2)=Nc2ccccc21
    -15, -8, -29, -10, -4, 3, 38, -19, 1, -35, -4
Cc1nn(Cc2ccccc2)c(C)c1C(=O)O
    20, 1, 9, -1, 9, -1, -10, 8, 15, -16, -1
Cc1ccc(/C=C2\C(=O)NC(=O)N(Cc3ccccc3Cl)C2=O)o1
    -7, 2, -6, -5, -1, -4, -9, 1, -8, 7, -1
CC12CC[C@H]3[C@@H](CCC4(O)C[C@H](O)CCC34/C=N/NC(=O)c3ccccc3Cl)C1(O)CCC2C1=CC(=O)OC1 (stereo not given in full)
    -3, -11, 8, -1, -19, -4, -29, 7, 11, 1, 8
O=C1NC(=O)C2(Cc3ccccc3N3CCCC32)C(=O)N1c1ccccc1 (stereo not given)
    0, -7, -15, 10, -5, 0, -8, 10, -17, -2, -11
CN1CCN(Cc2ccc(Br)s2)CC1
    5, 7, -5, 10, -5, -6, -8, -12, -4, -7, 11
COC(=O)C1=C(N)OC(C)=C(C(C)=O)C12C(=O)N(C)c1ccccc12 (stereo not given)
    -3, -3, 2, 13, -3, -5, 10, 13, -11, 4, -7
Cc1nc2cc([N+](=O)[O-])ccc2c(=O)n1-c1ccccc1[N+](=O)[O-]
    -3, -4, 7, 29, 3, 8, -2, 10, 2, 10, 0
CCCCCCCCN=Cc1c(O)[nH]c(=O)[nH]c1=O
    x, 0, 5, -13, 1, -1, 2, 13, -5, 20, -15
CNC(=O)CSP(=S)(OC)OC
    -1, 1, -14, -16, -35, -19, 3, 8, -26, -10, -6
C=C1C(=O)OC2CCN3CC=C(COC(=O)C(C)(O)C4(CO4)C1C)C23 (stereo not given)
    x, x, -23, -5, 9, -2, -1, 10, -2, -3, 4
COC(=O)Nc1ccc(N=C(N)N[N+](=O)[O-])cc1
    -6, -5, -4, 0, -10, -18, 9, 9, 3, 8, -14
CNC(=O)Oc1cccc2ccccc12
    7, -6, 17, -13, 5, -14, 27, 13, 0, -17, 8
COc1cccc(C2(C#N)CCN(C)CC2)c1
    -4, -1, 9, 5, 12, -4, -3, -6, 21, -10, -18
COC(=O)C1=C(c2ccc(F)cc2F)C[C@@H]2CC[C@H]1N2C(=O)NCCOc1ccccc1Cl
    4, -6, -6, 8, x, 8, 4, x, -6, -5, -22
CCCNC(=O)N1[C@H]2CC[C@@H]1C(C(=O)OC)=C(c1ccc3ccccc3c1)C2
    -22, 0, 12, 3, x, -1, -4, x, 12, 4, 7
CCN(CC)CCCOC(=O)C(OC)(c1ccccc1)c1ccccc1
    -9, -1, -3, 12, -32, -11, 6, 9, -2, 2, -9
O=C(c1cc(=O)[nH]c2ccc(Br)cc12)N1CCC2(CC1)OCCO2
    5, -11, 2, 16, 8, 13, -6, 2, 6, 46, -11
COc1cc(C(O)CNC(C)C)cc(F)c1OC (stereo not given)
    -4, 3, 8, 3, -8, -39, 6, -11, 18, 6, -11
Cn1c(O)c(C2=NNC(c3ccc(Cl)cc3)C2)c(=O)n(C)c1=O (stereo not given)
    -1, 1, -27, -9, -20, -7, -11, -1, 7, -13, 37
Fc1ccc(N2CCN(Cc3ccc4c(c3)OCO4)CC2)cc1
    3, -4, -2, 6, 12, 2, -12, 1, 28, 6, -4
CC(c1ccccc1F)n1cc(C(=O)Nc2ccc3nc[nH]c3c2)nn1 (stereo not given)
    -1, 3, -12, -23, 12, -15, -15, 17, 4, -3, -1
O=C(NC(C(Cl)Cl)N1CCOCC1)c1ccccc1 (stereo not given)
    -6, -7, -19, -9, -4, -3, -3, -5, -6, -9, -2
O=[N+]([O-])c1ccc(N2CCCCC2)c2ncccc12
    -2, 1, 8, 13, 22, -6, -15, -15, -2, 13, -5
CC1CN(c2ccccn2)C(C)CN1C(=O)C(O)(c1ccccc1)c1ccccc1 (stereo not given)
    -5, -13, 13, 7, 5, 7, -14, 13, -26, -4, -2
CC(Cc1ccccc1)N(C)CC1C(=O)C2CCC1C2 (stereo not given)
    -10, -6, -32, 5, 16, -1, -20, -4, -14, -12, -6
COc1cc2oc(=O)c(CC(=O)N3C[C@H]4C[C@@H](C3)c3cccc(=O)n3C4)c(C)c2cc1Cl
    -4, -10, 0, -4, -16, -3, -3, 15, 20, -12, -10
COC(=O)C1=C(c2cc3ccccc3s2)C[C@@H]2CC[C@H]1N2C(=O)NCCO
    -1, -6, 1, 0, 11, -13, 2, 6, 5, -17, -24
CN(C)c1ccc(/C=C/C=C/c2sc3ccccc3[n+]2C)cc1
    -6, 21, 32, 47, 9, 5, 41, 28, 39, 20, 33
O=Cc1c(C(=O)O)n(Cc2ccc(F)cc2Cl)c2ccccc12
    -7, -4, 7, 1, -9, -3, 1, 6, -1, 12, -9
O=c1[nH]c(=S)n(CCC2=CCCCC2)c(O)c1/C=N/Nc1ccccc1
    -2, 0, -23, 4, 22, -6, -2, 15, -2, -4, -1
COc1cc(C(=O)N2C[C@H]3C[C@@H](C2)c2cccc(=O)n2C3)cc(OC)c1OC
    -10, 2, -13, -10, -51, -8, -8, -8, 25, 0, -14
C[C@H]1[C@@H](c2ccccc2)O[C@@H](c2ccccc2Br)N1C
    2, -10, -29, 16, 5, -4, -7, -39, -13, -17, 1
O=C1C(Cc2cnc[nH]2)NC(=S)N1c1ccccc1 (stereo not given)
    -4, x, -3, -1, -23, 0, -4, -8, 12, 24, -10
O=C1NC(=O)C(C2CCCCCC2)C(=O)N1
    -1, -2, -5, 9, 8, 3, 7, -7, -24, 0, -12
Cc1cc(C=O)c(C)n1CC1CCCO1 (stereo not given)
    -13, -6, -17, 0, -9, 5, 0, -2, -3, -2, 10
CN1C2CCC1CC(OC(=O)c1cc(Cl)cc(Cl)c1)C2 (stereo not given)
    -4, 0, -12, 7, 0, 2, -34, 3, -3, -3, 26
O=C(CCC(=O)N1CC2C[C@@H](C1)Cn1c2cccc1=O)NCCc1ccccc1
    5, -1, -36, 0, 7, -8, -4, -2, -20, -3, -1
O=C(O)c1ccc(-n2c(O)c(/C=C3\C=Nc4ccccc43)c(=O)[nH]c2=O)cc1
    -4, 2, 12, 29, 7, -4, 27, 22, 1, -21, -4
CC1CCC(NC(=O)CNC(=S)N2CC3CC(C2)c2cccc(=O)n2C3)CC1 (stereo not given)
    -3, -9, -31, -1, -5, -1, 13, -25, 0, 7, -3
COC(=NC1CCCCC1)C(O)c1c[nH]c2ccccc12 (stereo not given)
    -1, -14, -3, -13, 21, -15, -3, -10, 1, -6, 10
O=C(c1ccc(F)c([N+](=O)[O-])c1)N1CC2CC(C1)c1cccc(=O)n1C2 (stereo not given)
    -9, 1, 9, -8, 12, -19, 11, 3, -1, 2, -9
c1cc2c(cc1CN1CCNCC1)OCO2
    0, 0, -5, 6, x, 5, 15, x, 0, 12, -6
Cc1ccc(OC(=O)N(C)C[C@@H]2OCc3cnnn3CCCC(=O)N([C@H](C)CO)C[C@@H]2C)cc1
    -7, 1, -10, -1, -19, -15, 18, 6, 11, 0, 2
COC(=O)C1=C(c2ccc3ccccc3c2)C[C@@H]2CC[C@H]1N2C(=O)NC1CCCCC1
    3, 4, 8, -10, x, -3, 11, x, 6, -15, 10
O=C1NC(=O)C(=Cc2cn(CCOc3ccc4c(c3)OCO4)c3ccccc23)C(=O)N1
    0, 11, -14, -3, x, -5, 1, x, -18, -9, 19
CC(=O)c1c(C)n(CCCOC(C)C)c2ccc(O)cc12
    2, -5, -1, 12, 0, 6, 1, -13, 11, 21, -13
CCc1c(C)nc(N)nc1N1N=C1SCC#N
    7, 2, -4, -26, -1, 0, -4, 6, -13, 21, -6
N#Cc1ccc(NC(=O)CN2CCCCCC2)cc1Cl
    -4, 4, 10, 7, -27, -11, 8, 9, 11, 4, 23

Later entries:
Every second line gives: TLR9-MyD88 inh, LMP1 NFkB inh, SRC1 inh, LRH-1 inv ag, NCOA2 inhibitor, NOD2-RIPK2 inh, TWEAK Fn14 block, NR2F2 inh, SRC3 inh, TROY signal inh, TRAIL sens C8
CCn1cc(C=C2C(=O)NC(=O)NC2=O)c2ccccc21
    -1, 3, -4, -6, 6, 0, -23, -2, -11, 12, -17
Cc1cc(C=C2C(=O)N(C)C(=O)N(C)C2=O)c(C)n1-c1ccccc1
    7, -25, 0, 0, -18, -3, -5, 2, 4, 15, -3
C[C@@H]1CN([C@H](C)CO)C(=O)CCCn2nncc2CO[C@H]1CN(C)C(=O)Oc1ccc2ccccc2c1
    9, -5, 4, -9, 12, -4, 1, 15, 9, -6, -3
COCCCN1Cc2ccccc2C1=N
    -4, -4, 2, -8, -23, -5, 12, 7, 3, 21, 3
O=C(N/N=C1/CN2CCC1CC2)c1cccc(O)c1
    2, 0, -102, -79, -47, -5, 8, -17, -97, -15, 17
COC(=O)c1c(C)n(Cc2ccc3c(c2)OCO3)c2ccc(O)cc12
    1, 11, 7, 10, 8, 0, 53*, -7, 16, 12, -1
Cc1cccc(CNCCc2c[nH]c3ccccc23)c1
    -8, -6, 6, 14, -11, 8, -9, -11, 4, 6, 5
COc1ccc(OC)c(NP(=O)(Oc2ccccc2)Oc2ccccc2)c1
    -10, 0, 18, -34, -4, 2, -15, -6, 3, 20, 13
COC(=O)C1=C(c2cccc(OC)c2OC)C[C@@H]2CC[C@H]1N2C(=O)NCCNC(C)=O
    -1, 6, -1, 17, -6, 9, 4, 4, 0, -3, -9
CCC(=O)N1CC(=O)Nc2ccc(F)cc2C1c1ccccc1 (stereo not given)
    -24, 4, 14, -19, -5, -3, -13, -4, -3, 11, -7
Cc1cc(Oc2ccc(C(F)(F)F)cc2[N+](=O)[O-])c2c3c(c(=O)oc2c1)CCC3
    -10, 1, 2, -3, -32, 1, -2, 0, 10, -3, 8
Cn1cccc1/C=C1/C(=O)NC(=O)N(C(C)(C)C)C1=O
    4, -2, 2, 1, 4, 12, 4, 9, 4, 25, -18
CC1(C)OC1COc1c2occc2cc2ccc(=O)oc12 (stereo not given)
    -11, -3, 7, -13, 12, -13, -8, 9, -21, -9, 8
CN(C)Cc1c[nH]c2ccccc12
    -8, 8, -5, -12, 1, -4, 18, 11, -12, -13, -5
COC(=O)C1=C(c2ccc(F)cc2OCc2ccccc2)C[C@@H]2CC[C@H]1N2C(=O)NCCO
    -2, 19, -18, 3, x, 1, 9, x, -3, -6, 0
CN(C)c1ccc(/C=C2/C(=O)NC(=O)N(CCc3ccc(F)cc3)C2=O)cc1
    -1, -1, -9, -5, -33, -7, -12, 6, -13, -10, -4
CCOC(=O)C(O)(c1ccc(N=c2ccccn2C)cc1)C(F)(F)F (stereo not given)
    -16, 12, -2, -9, -14, -9, 4, -9, 32, 6, 6
COC(=O)C1=C(c2ccccc2)C[C@@H]2CC[C@H]1N2C(=O)NCCNC(C)=O
    -6, 7, 8, 0, -23, 2, 1, -3, 0, -13, 12
CCCCn1c(O)c(C(C)=Nc2c(C)n(C)n(-c3ccccc3)c2=O)c(=O)[nH]c1=O
    0, -6, -4, -12, -5, -12, 9, 0, 14, -8, -5
COc1ccccc1Sc1ccccc1CC(C)N (stereo not given)
    -2, 3, -17, -4, -14, -2, 12, 0, 12, 1, -1

High-throughput results: PubChem BioAssay, several laboratories

Not all compounds are listed. The share of hits here may be higher or lower than overall.
